# MCF10A rerep: A quantitative high throughput screen for small molecules that induce DNA re-replication in MCF 10a normal breast cells | MCF 10A DNA re-replication, Hoechst nuclear intensity, 48 h | Potency, µM (doses to about 46.1 µM), for the others: top-dose activity, positive = re-replication, actives largely listed as activators | 350,000 compounds, 2.9% hits | AID 624296, 2012; also: potency is read from the fitted curve at half-maximal effect; % of control where 0% means no effect; nearly all actives have a fitted effect of over 50% in size
# SW480 rerep: A quantitative high throughput screen for small molecules that induce DNA re-replication in SW480 colon adenocarcinoma cells; Potency, µM (series often up to 46.1 µM), for inactives: at the highest dose re-replication activation, hits mostly activators; 340,000 compounds, 1.8% hits; SW480 DNA re-replication, Hoechst DNA content imaging, 48 h; also: potency is read from the fitted curve at half-maximal effect; % of control where 0% means no effect; nearly all actives have a fitted effect of over 55% in size
#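 Compounds, transferred as 23 nL by pin tool, were incubated with cells for 48 hr; DNA content per nucleus was then quantified by Hoechst staining and fluorescence plate imaging.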
# HT1080 IDH1KD tx: qHTS for induction of synthetic lethality in tumor cells producing 2HG: qHTS for the HT-1080-IDH1KD cell line; Potency, µM (series often up to 46.1 µM), for the others: top-dose activity, negative = toxicity, most hits filed as cytotoxic; 360,000 compounds, 2% hits; HT-1080 IDH1 knockdown viability, ATP luminescence, 48 h;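 also: potency is read from the fitted curve at half-maximal effect; 0% = DMSO wells and -100% = cell-free medium wells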
#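 Assay cells: HT-1080 with IDH1 knockdown, 750 per well, RPMI/5% FBS. Exposure: 48 h at 37 °C following 2 h pre-incubation. Read: CellTiter-Glo luminescence; fitted concentration-response, curve class assigned.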
# DRD3 agonist: qHTS of D3 Dopamine Receptor Agonist: qHTS | 410,000 compounds, 0.58% hits | D(3) dopamine receptor (Homo sapiens), P35462 | AID 652048, 2013 | D3R DiscoveRx beta-arrestin cells, luminescence, 90 min | max activation, %; in the data active = max activation above about 30%; also: 0% is about no effect; mostly tested at two doses, the higher about 12 µM
# Target sequence (P35462 whole entry, looked up): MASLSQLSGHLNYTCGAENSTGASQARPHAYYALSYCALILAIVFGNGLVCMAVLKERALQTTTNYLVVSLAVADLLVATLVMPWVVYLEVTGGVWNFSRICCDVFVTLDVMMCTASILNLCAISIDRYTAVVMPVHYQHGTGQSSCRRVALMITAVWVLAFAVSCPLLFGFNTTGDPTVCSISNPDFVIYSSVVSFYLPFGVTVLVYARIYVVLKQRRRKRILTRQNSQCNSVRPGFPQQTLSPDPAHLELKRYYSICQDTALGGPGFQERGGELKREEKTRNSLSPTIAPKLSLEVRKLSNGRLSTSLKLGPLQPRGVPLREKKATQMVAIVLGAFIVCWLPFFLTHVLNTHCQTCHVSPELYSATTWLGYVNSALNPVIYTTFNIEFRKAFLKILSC
#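 Agonist-mode cell screen: cells plated at 1500/well and incubated overnight at 37 °C, then exposed to library compounds for 90 min at 37 °C. Detection reagent was added for 30–60 min at room temperature, and luminescence was read.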
# HEK293 tox: qHTS of GLP-1 Receptor Inverse Agonists: Cytotox Screen; AID 624418, 2012; Potency, µM (highest dose often 38.3 µM), for inactives: at the highest dose activity change, negative = inhibition, hits mostly inhibitors; 410,000 compounds, 0.13% hits; HEK293 cAMP-luciferase reporter cells, luminescence, 24 h;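 also: loss of luciferase light is scored as toxicity; potency is read from the fitted curve at half-maximal effect; % is scaled to controls: 0 for no effect and ±100 for the full control effect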
#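 Compound-treated cells are incubated 24 hr at 37 deg C under 5% CO2 after a 12 hour attachment period, then luciferase detection reagent is added and luminescence is measured following 12 min at room temperature; lowered signal indicates toxicity.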
# HT1080-NT tox: qHTS for induction of synthetic lethality in tumor cells producing 2HG: qHTS for the HT-1080-NT fibrosarcoma cell line; HT-1080-NT fibrosarcoma viability, CellTiter-Glo ATP luminescence, 48 h; 360,000 compounds, 1.6% hits; AID 686970, 2013; Potency, µM (titrated, usually from 46.1 µM), for the others: at the highest dose activity, negative = less viability, hits mostly cytotoxic;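 also: NT is the 2HG producing partner of a matched IDH1 knockdown line; potency is read from the fitted curve at half-maximal effect; 0% = DMSO-treated cells and -100% = media-only wells without cells; nearly all actives have a fitted effect of over 55% in size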
#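 Read-out is CellTiter-Glo luminescence after 10 minutes at room temperature, following 48 hours' compound treatment of HT-1080-NT cells (750 cells/well, RPMI, 5% FBS, 37 degrees C).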
# IL1B secr inh: qHTS for Inhibitors of Inflammasome Signaling: IL-1-beta AlphaLISA Primary Screen; 360,000 compounds, 4.7% hits; AID 743279, 2014; activity change, % at 57.5 µM; THP-1 LPS/ATP IL-1B secretion, AlphaLISA, 16 h; active compounds read low; in the data active = activity change below about -50%; inconclusive = mostly about -30% to -49%; also: % is scaled to controls: 0 for no effect and ±100 for the full control effect
#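 Secreted IL-1B measured by AlphaLISA bead assay after 16 h compound exposure of THP-1 cells; compounds (final up to 57.5 uM) added 1 h before LPS (250 ng/mL) and ATP (1.25 mM) stimulation; lower signal means less secretion.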
# KB-V1 cytotox: qHTS assay for MDR1-selective chemotherapeutics: Primary screen using the drug-selected MDR subline cells KB-V1; KB-V1 MDR cells viability, CellTiter-Glo, 72 h; 400,000 compounds, 3.4% hits; Potency, µM (series often up to 46.1 µM), without a hit: at the top dose activity change, negative = cytotoxicity, most hits filed as cytotoxic; AID 1347076, 2019; also: potency is read from the fitted curve at half-maximal effect; % is scaled to controls: 0 for no effect and ±100 for the full control effect; nearly all actives have a fitted effect of over 60% in size
#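 Potencies derive from concentration-effect curves fitted to normalized luminescence (CellTiter-Glo) of KB-V1 cells treated for 72 h at 37 degrees C in phenol-red-free DMEM containing 10% FBS.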
# KB-3-1 tox: qHTS assay for MDR1-selective chemotherapeutics: Primary screen using the parental adenocarcinoma cell KB-3-1. 400,000 compounds, 1.4% hits. KB-3-1 viability, CellTiter-Glo ATP luminescence, 72 h. AID 1347075, 2019. Potency, µM (titrated, usually from 46.1 µM), for the others: at the highest dose activity change, negative = cytotoxic, hits mostly cytotoxic; also: potency is read from the fitted curve at half-maximal effect; % is scaled to controls: 0 for no effect and ±100 for the full control effect; nearly all actives have a fitted effect of over 60% in size
#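 KB-3-1 cells, DMEM (no phenol red) + 10% FBS; compound by pin transfer, 72 h, 37 °C. Readout: CellTiter-Glo luminescence after 10 min. Data normalized, curve-fitted.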
# * = called active by the depositor; ? = inconclusive; . = no result given; [ ] = remark or other dose. Unless noted, calls follow the shape of the dose curve; as a rule, active = well fitted curve in the direction sought with a large enough effect; inconclusive = small, poorly fitted or top-dose-only effect, or another doubt; inactive = no such curve, though single readings can be large; an effect the other way counts as inactive or inconclusive.
# Every second line gives: MCF10A rerep, SW480 rerep, HT1080 IDH1KD tx, DRD3 agonist, HEK293 tox, HT1080-NT tox, IL1B secr inh, KB-V1 cytotox, KB-3-1 tox
> O=C(O)CCN1C(=O)c2ccc(NC(=O)c3ccco3)cc2C1=O
  -7.1%, -11.5%, 11.8%, 2.4, -1.1%, 8.0%, 7.8, 13.4%, -4.1%
> C/C(=N\NC(=O)c1ccccc1)c1ccc(NC(=O)c2cccs2)cc1
  17.1%, 1.46µM*, -1.6%, -10.7, -2.9%, -0.7%, 18.4, -14.7%, -0.6%
> COc1ccc(N(CC(=O)NCc2ccccc2Cl)S(=O)(=O)c2c(C)noc2C)cc1
  2.4%, ?, -1.0%, 1.5, 3.2%, -3.1%, 21.3, -2.9%, -0.1%
> c1ccc(Sc2ccccn2)cc1
  ?, -1.3%, 20.6%, -11.4, 2.0%, 16.6%, 1.2, 9.0%, 13.4%
> O=c1c2sc(-c3ccccc3)cc2nc2n1CCCCC2
  ?, -1.4%, -3.5%, 3.4, 28.7%, -0.2%, ., 11.6µM*, -29.8%
> O=C(/C=C/c1ccc(OC(F)F)cc1)OCC(=O)N1CCN(C(=O)c2ccco2)CC1
  5.3%, -4.5%, 4.9%, 2.3, -14.1%, 11.6%, -2.2, -11.0%, -5.3%
> NC(=O)c1nsc(C(=O)N(c2ccccc2)C(C(=O)NCc2ccc(F)cc2)c2ccco2)c1N (stereo not drawn)
  ?, -3.0%, -29.4%, -5.3, ?, -29.7%, 24.2, -3.3%, -3.9%
> COc1cc(NC2c3ccccc3C(=O)N2c2cc(C)ccn2)cc(OC)c1OC (stereo not drawn)
  -2.7%, -3.3%, 4.4%, 3.6, 9.4%, 15.9%, -8.9, -2.8%, 3.4%
> CCOc1ccc(C(=O)NCC(=O)OCC(=O)Nc2ccccc2OCC)cc1
  -2.9%, 1.3%, 12.5%, 0.1, 0.9%, 10.2%, 11.6, ?, 0.5%
> O=C(COC(=O)C1CCN(c2ccc(C(F)(F)F)cn2)CC1)NCc1cccc(Cl)c1
  0.1%, -2.2%, 1.2%, 3.3, 0.8%, 8.3%, 20.6, 7.0%, 0.0%
> COc1cccc(-c2nc(CS(=O)(=O)CC(=O)NC3CCCCC3C)c(C)o2)c1 (stereo not drawn)
  -1.4%, -8.2%, 17.1%, -4.0, 1.8%, -1.9%, 17.6, -15.5%, ?
> CCOc1ccc(Nc2oc(-c3ccc(COc4ccc(OC)cc4)o3)nc2C#N)cc1
  ., ., ., 0.3, -14.8%, ., ., -3.4%, -4.0%
> COC(=O)[C@]1(Cc2ccccc2)N[C@H](CN(C)S(=O)(=O)c2ccc(C(C)(C)C)cc2)[C@@H]2C(=O)N(Cc3ccccc3)C(=O)[C@@H]21
  ?, ?, -1.1%, 8.2, -0.1%, -3.1%, -22.0, -2.5%, 0.0%
> COCCNC(=O)CSc1nc(-c2ccccc2)c(-c2ccccc2)o1
  1.3%, -8.1%, -17.5%, 2.7, 19.3%, 0.0%, 8.2, ?, -6.8%
> COc1cccc(NC(=O)CSc2ccc3nnc(-c4cccnc4)n3n2)c1
  -0.9%, 15.5%, -1.7%, 10.2, -20.2%, 19.9%, 3.0, 0.0%, 14.1%
> CC1(C)CC(=O)C(C(c2cc([N+](=O)[O-])ccc2Cl)C2C(=O)CC(C)(C)CC2=O)C(=O)C1
  ?, 11.6µM*, 5.4%, -4.6, -9.6%, -1.8%, 41.0, -29.1%, 8.3%
> Cc1cc(C)c(C#N)c(OCC2CCCO2)n1 (stereo not drawn)
  ., ., 14.3%, 2.1, 2.4%, 19.2%, 11.3, -5.7%, 22.7%
> O=C(Nc1ccc(S(=O)(=O)N2CCOCC2)cc1)c1ccc2c(c1)S(=O)(=O)c1ccccc1C2=O
  -0.6%, -7.9%, 1.7%, -4.8, -6.1%, 2.7%, 4.4, 2.5%, -6.6%
> CN(C)S(=O)(=O)c1ccc(NC(=O)COc2ncnc3c2cnn3-c2ccccc2)cc1
  -1.2%, -3.5%, 5.0%, 4.7, -10.2%, -4.3%, -6.5, -4.4%, -5.7%
> COc1ccc(-n2c(N3CCN(C)CC3)nc3sc4c(c3c2=O)CCCCC4)cc1
  23.8%, 5.9%, 8.9%, -6.5, -0.1%, -0.4%, -12.6, ?, 0.0%

# Look-ups from the entries so far.
# HEK293 tox result of `Cc1cc(C)c(C#N)c(OCC2CCCO2)n1` (stereo not drawn) → 2.4%
# SW480 rerep result of `COc1ccc(-n2c(N3CCN(C)CC3)nc3sc4c(c3c2=O)CCCCC4)cc1` → 5.9%

# Carrying on:
# Every second line gives: MCF10A rerep, SW480 rerep, HT1080 IDH1KD tx, DRD3 agonist, HEK293 tox, HT1080-NT tox, IL1B secr inh, KB-V1 cytotox, KB-3-1 tox
> Cc1c(CCOC(=O)c2ccc(Cl)cc2Cl)sc[n+]1CC(=O)c1ccc(Br)cc1
  16.0%, 3.9%, -23.6%, -2.0, ?, -1.9%, ?, ?, -3.3%
> COc1ccc(CCC(=O)N2CCN(S(=O)(=O)c3cccs3)CC2)cc1
  ?, ?, 4.2%, -1.7, -6.0%, 5.2%, -13.3, -2.5%, 1.1%
> O=c1[nH]c2cccnc2n1-c1cccc([N+](=O)[O-])c1
  -0.4%, -1.9%, -0.2%, 21.8, -12.3%, 2.3%, 34.4, -6.1%, -0.7%
> O=C(Cn1cnc2c(nnn2Cc2ccc(Cl)cc2)c1=O)c1ccccc1
  11.8%, -0.5%, -1.1%, 4.6, 1.4%, -17.7%, 21.1, -8.3%, 8.0%
> CCCCOC(=O)c1ccc(Nc2ncnc3c2cnn3-c2cccc(C)c2)cc1
  ., ., ., -8.6, 0.2%, ., ., -0.6%, 18.7%
> CC(C)(C)c1ccc(-c2noc(CCC(N)=O)n2)cc1
  -180.9%[0.0737 µM], ?, 8.6%, 3.9, -2.9%, 0.3%, 14.0, -0.3%, 1.4%
> COC(=O)CC1CC2(C(=O)OC)c3[nH]c4ccccc4c3CCN2C1=O (stereo not drawn)
  ., ., 16.6%, -7.8, 6.2%, 0.2%, 16.6, -22.1%, -3.6%
> COCCN(C(=O)c1ccccc1OC1CCN(S(C)(=O)=O)CC1)C(C)C
  1.7%, -3.5%, 1.6%, 0.2, 4.8%, -1.9%, 5.9, 28.0%, 0.0%
> COc1cc(C=O)ccc1OC(=O)c1ccncc1
  -0.8%, -5.4%, -0.5%, -3.0, 4.1%, 12.4%, 7.8, -12.8%, -13.6%
> O=C(O)COc1ccc(/C=N/NC(=O)Cc2ccc(Cl)cc2)cc1
  0.1%, 3.0%, -0.6%, 13.4, -6.4%, 0.2%, -2.6, 0.0%, 9.8%
> Nc1cc(S(=O)(=O)N2CCCCC2)ccc1N1CCCCC1
  4.0%, -3.4%, -0.7%, 4.7, -3.4%, 3.9%, -6.9, 18.4µM*, ?
> CCCOc1ccc(C(=O)CCC(=O)OCC(=O)N2CC(=O)Nc3ccccc32)cc1
  2.6%, -4.9%, 4.3%, -4.0, -2.0%, 1.2%, -0.9, -3.2%, 0.8%
> Cc1ccc(CNC(=O)C2CCN(c3nn4cc(-c5ccc(F)cc5)nc4s3)CC2)cc1
  ., ., ., 1.5, 0.5%, ., ., 6.1%, 0.8%
> CCOC(=O)Cc1nnc(NC(=O)COc2ccc(C)cc2)s1
  -1.3%, -3.1%, 18.3%, 1.4, -9.8%, 9.6%, 4.4, 28.6%, 4.8%
> CCN1C(=O)N/C(=C/c2cc(C)n(Cc3ccccc3)c2C)C1=O
  ?, ?, -28.6%, 7.1, 0.3%, -18.4%, -23.3, -18.5%, -18.7%
> C[C@H](NC(=O)c1nc[nH]c1C(=O)NCC(=O)OCc1ccccc1)c1ccccc1
  ?, -8.6%, -1.2%, -3.3, -3.5%, 0.0%, 3.1, -6.0%, -9.2%
> Cc1cscc1-c1cc2nc(NCCCN(C)C)n(C)c(=O)c2s1
  ., ., ?, 3.9, 4.7%, ?, ?, 5.5%, -0.1%
> COc1ccc2c(C)nc(Nc3nc(C)cc(C)n3)nc2c1
  23.9%, 5.17µM*, 0.891µM*, -9.2, ?, 0.447µM*, 9.8, ?, 28.3%
> COc1ccccc1NC(NC(=O)c1ccccn1)C(Cl)(Cl)Cl (stereo not drawn)
  -11.6%, -8.3%, 5.3%, 5.1, -8.5%, 0.9%, -10.3, ?, -8.6%
> O=C(NC(Nc1ncccn1)C(=O)c1ccccc1)c1ccccc1 (stereo not drawn)
  -5.6%, -2.4%, 3.5%, -1.9, 0.1%, 6.8%, 26.5, ?, -1.4%
> Cn1c2ccccc2c2ccc3c(c21)C(=O)C=CC3=O
  6.51µM*, 1.4%, 22.9%, 2.0, -22.4%, 12.6%, ?, ?, ?
> CCOC(=O)N1CCN(CC(=O)NC(=O)Nc2ccc3c(c2)OCCO3)CC1
  0.5%, -4.5%, 2.7%, 3.3, 0.4%, 7.1%, 2.4, 12.9%, 21.6%
> CC1(c2ccc3c(c2)OCO3)NC(=O)N(CC(=O)Nc2ccccc2)C1=O (stereo not drawn)
  -0.4%, 3.5%, 2.2%, 0.4, 2.3%, 0.8%, 11.0, 3.0%, 1.7%
> O=C(N1CCOCC1)n1cnc2ccccc21
  ?, -11.4%, 10.6%, 0.3, 15.5%, 2.1%, 27.4, -6.8%, -11.1%
> Cc1ccc(S(=O)(=O)N2CCOC2CNC(=O)C(=O)NCc2ccc3c(c2)OCO3)cc1 (stereo not drawn)
  7.6%, 1.0%, -5.2%, -3.5, 1.0%, -2.0%, -20.9, 1.2%, 0.1%

# Screens as filed in PubChem.

# Rows were taken by chance; overall some 11% were active at least once.
